LYPLA1 counter – counter-screen for PME1 inhibitors: inhibitors of human LYPLA1. inhibition, % at 5.9 µM. AID 2174. recombinant LYPLA1, FP-Rh probe fluorescence polarization. O75608. actives 0.16% (n = 320,000);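 active means inhibition above the mean of all tested compounds plus 3 SD, set per campaign, cut at about 14% in these data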;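 further: inhibitors block serine hydrolase probe labeling of LYPLA1 so polarization falls; 0% = enzyme with DMSO and 100% = wells lacking LYPLA1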
Target sequence (O75608 whole entry, looked up): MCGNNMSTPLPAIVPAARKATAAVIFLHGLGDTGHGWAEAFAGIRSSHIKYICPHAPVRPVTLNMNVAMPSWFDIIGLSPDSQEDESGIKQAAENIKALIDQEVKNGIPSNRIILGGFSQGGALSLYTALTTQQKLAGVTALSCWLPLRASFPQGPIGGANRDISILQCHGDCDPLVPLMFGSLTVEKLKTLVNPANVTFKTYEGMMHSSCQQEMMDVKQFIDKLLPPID
PAD4 inh – inhibitors of human PAD4; actives 0.41% (n = 330,000); inhibition, % at 6.36 µM; recombinant PAD4, RCA probe fluorescence polarization; Q9UM07;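 active means percent inhibition above a cutoff equal to the mean of all tested compounds plus 3 SD, cut at about 15% in these data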;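 further: 0% = PAD4 with RCA probe and DMSO and 100% = probe without PAD4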
GSTO1 inh – blocks human GSTO1 in RBBP9 counter-screen; P78417; recombinant GSTO1, activity-based probe fluorescence polarization; inhibition, % at 5.96 µM; actives 1.1% (n = 300,000);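 active means inhibition above the campaign mean inhibition plus 3 SD, cut at about 35% in these data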;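 further: 0% = GSTO1-1 with DMSO and 100% = wells lacking GSTO1-1 enzyme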
PME-1 inh – PME-1 (human) inhibition | Q9Y570 | recombinant PME-1, FP-Rh probe fluorescence polarization | inhibition, % at 5.9 µM | actives 0.53% (n = 320,000) | AID 2130;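 active means inhibition above the campaign mean of all compounds plus 3 SD, cut at about 26% in these data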;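 further: competitive labeling of PME-1 active site by serine hydrolase directed probe; 0% = PME-1 with DMSO and 100% = wells lacking PME-1 enzyme; inhibitors block probe labeling so polarization falls and inhibition rises; many of its hits are not listed in these tables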
PAFAH2 FP inh – PAFAH2 (human) inhibition | AID 492956 | actives 0.99% (n = 340,000) | recombinant PAFAH2, FP-rhodamine activity probe, fluorescence polarization | inhibition, % at 3.39 µM;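 active means inhibition above the mean over all tested compounds plus 3 SD, cut at about 30% in these data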;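 further: inhibitors block probe labeling of enzyme so polarization drops; 0% = enzyme with DMSO and 100% = wells lacking PAFAH2 protein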
pPAFAH FP inh – pPAFAH (human) enzyme inhibition; Q13093; recombinant pPAFAH, FP-rhodamine probe fluorescence polarization; inhibition, % at 3.39 µM; actives 1.5% (n = 330,000);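 active means inhibition above the mean inhibition across the screen plus 3 SD, cut at about 25% in these data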;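 further: inhibitors block binding of the rhodamine activity-based probe so polarization drops; 0% = enzyme with DMSO and 100% = wells lacking pPAFAH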
Target sequence (Q13093 whole entry, looked up): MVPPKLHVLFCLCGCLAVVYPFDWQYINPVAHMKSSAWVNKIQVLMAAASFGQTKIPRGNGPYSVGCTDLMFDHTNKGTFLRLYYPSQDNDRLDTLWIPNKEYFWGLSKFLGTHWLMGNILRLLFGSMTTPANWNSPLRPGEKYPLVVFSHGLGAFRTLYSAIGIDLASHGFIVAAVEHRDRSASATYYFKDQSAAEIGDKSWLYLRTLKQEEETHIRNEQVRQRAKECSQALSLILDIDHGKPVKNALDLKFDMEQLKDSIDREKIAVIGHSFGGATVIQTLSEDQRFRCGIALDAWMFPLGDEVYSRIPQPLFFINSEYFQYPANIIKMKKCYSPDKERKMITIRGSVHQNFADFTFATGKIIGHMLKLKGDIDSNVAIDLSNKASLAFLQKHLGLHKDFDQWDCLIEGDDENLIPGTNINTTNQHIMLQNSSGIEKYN
PAFAH1B2 FP inh – PAFAH1B2 (human) inhibition; inhibition, % at 3.39 µM; recombinant PAFAH1B2, FP-rhodamine activity probe, fluorescence polarization; actives 1.2% (n = 340,000); P68402;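 active means inhibition above the mean of all tested compounds plus 3 SD, cut at about 24% in these data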;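 further: 0% = enzyme with DMSO and 100% = wells lacking PAFAH1B2; many of its hits are not listed in these tables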
Target sequence (P68402 whole entry, looked up): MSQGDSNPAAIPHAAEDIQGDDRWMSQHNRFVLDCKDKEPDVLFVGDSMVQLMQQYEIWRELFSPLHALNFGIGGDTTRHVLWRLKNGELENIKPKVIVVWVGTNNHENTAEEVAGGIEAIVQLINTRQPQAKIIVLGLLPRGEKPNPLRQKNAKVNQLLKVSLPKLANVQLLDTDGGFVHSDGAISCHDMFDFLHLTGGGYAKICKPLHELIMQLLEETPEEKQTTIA
LYPLA2 counter – counter-screen for PME1 inhibitors: inhibitors of human LYPLA2 | O95372 | recombinant LYPLA2, FP-Rh probe fluorescence polarization | inhibition, % at 5.9 µM | actives 0.38% (n = 320,000);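 active means inhibition above the screen-wide mean plus 3 SD, limit set per campaign, cut at about 26% in these data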;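 further: 0% = LYPLA2 with DMSO and 100% = wells lacking LYPLA2 enzyme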
PAFAH1B3 FP inh – PAFAH1B3 (human) inhibition; actives 0.28% (n = 340,000); AID 492972; recombinant PAFAH1B3, FP-rhodamine probe, fluorescence polarization; inhibition, % at 3.39 µM; Q15102;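 active means inhibition above the screen-wide average of all tested compounds plus 3 SD, cut at about 25% in these data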;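 further: 0% = enzyme with DMSO only and 100% = wells lacking PAFAH1B3 protein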
Numbers without * were called inactive; / = no result given. Not all compounds are listed, so the mix of outcomes need not match the whole.

SMILES	LYPLA1 counter	PAD4 inh	GSTO1 inh	PME-1 inh	PAFAH2 FP inh	pPAFAH FP inh	PAFAH1B2 FP inh	LYPLA2 counter	PAFAH1B3 FP inh
COC(=O)c1ccc(N2CCN(C)CC2)c(NC(=O)c2cccs2)c1	1	5	10	-2	-2	3	5	-8	3
COc1ccc(Cn2c(C)nc3ccc([N+](=O)[O-])cc3c2=O)cc1	4	-4	12	5	9	5	2	10	10
CCC(CC)Nc1ccc(C(CC(N)=O)NC(=O)Cc2ccc(Br)cc2)cc1[N+](=O)[O-] (stereo not given)	-2	-6	4	2	-3	-3	0	-1	-4
CO[C@H]1CC[C@@]2(C)[C@@H](CC[C@@H]3[C@@H]2CC[C@@]2(C)[C@H]3C[C@H](C(=O)N[C@@H](CCCN=C(N)N)C(=O)NCC(=O)N[C@@H](CC(=O)O)C(N)=O)O[C@]23CCCO3)C1	/	1	/	/	-1	3	-3	/	-4
O=C(NC1CCCC1)c1ccc(CSc2nc3ccncc3n2Cc2ccc(F)cc2)cc1	4	1	-8	-1	8	1	4	6	-2
CCOc1ccccc1N1CCN(C(=O)/C=C/c2cccc([N+](=O)[O-])c2)CC1	5	-1	-1	-2	2	7	1	7	6
O=C1NC(=Nc2ccccc2Cl)S/C1=C\c1cccc([N+](=O)[O-])c1O	3	-4	33	6	50*	34*	14	3	22
Cc1ccccc1NC(=S)NCCc1c[nH]c2ccccc12	-3	-3	-9	-2	-3	3	1	-4	-3
CC(=O)c1ccc(NC(=O)c2cc(S(=O)(=O)N3CCOCC3)ccc2C)cc1	0	-1	-5	-1	6	2	9	-2	2
COc1ccc(OC)c(C2=NS(=O)(=O)N(C)C(C(=O)Nc3cccc(C(C)=O)c3)=C2)c1	-5	0	0	9	-2	7	4	1	2

Continued, overlapping the part above by 4 compounds.
SMILES	LYPLA1 counter	PAD4 inh	GSTO1 inh	PME-1 inh	PAFAH2 FP inh	pPAFAH FP inh	PAFAH1B2 FP inh	LYPLA2 counter	PAFAH1B3 FP inh
O=C1NC(=Nc2ccccc2Cl)S/C1=C\c1cccc([N+](=O)[O-])c1O	3	-4	33	6	50*	34*	14	3	22
Cc1ccccc1NC(=S)NCCc1c[nH]c2ccccc12	-3	-3	-9	-2	-3	3	1	-4	-3
CC(=O)c1ccc(NC(=O)c2cc(S(=O)(=O)N3CCOCC3)ccc2C)cc1	0	-1	-5	-1	6	2	9	-2	2
COc1ccc(OC)c(C2=NS(=O)(=O)N(C)C(C(=O)Nc3cccc(C(C)=O)c3)=C2)c1	-5	0	0	9	-2	7	4	1	2
COc1ccc(OC)c(/C=N/NC(=O)C(=O)N2CCCCCC2)c1	-2	-2	5	-2	-1	5	0	-1	8
CC(=O)c1c(N2CCC(C(N)=O)CC2)nc(=S)n(-c2ccccc2)c1C	0	5	-1	5	1	-3	3	-3	12
Cc1cccc(NC(=O)Cn2c(=O)oc3ccccc32)c1C	-1	-1	4	-3	-4	2	1	-2	3
CSc1ncc(Cl)c(C(=O)Nc2ccccc2Br)n1	-2	1	0	4	-2	1	7	-1	-1
O=C(NCCC1=CCCCC1)Nc1ccc2nsnc2c1	-5	-5	-12	-7	0	-1	15	-3	5
CCCOc1ccc(/C=N/NC(=O)C2CCCN2S(=O)(=O)c2ccc(Cl)cc2)cc1 (stereo not given)	-3	1	2	-6	-4	13	-1	-13	6
CC(=O)CCN1CCOCC1	-1	1	-1	2	7	-1	0	5	3
O=[N+]([O-])c1ccc(O)c(/C=N/n2cnc3ccccc32)c1	11	4	11	24	11	11	3	6	8
Cc1ccc(S(=O)(=O)NCCC(=O)N2CCN(S(=O)(=O)c3cccc(F)c3)CC2)cc1C	-1	5	-5	4	-2	3	-1	1	1
CCCCSc1nnc2c(n1)[nH]c1ccccc12	1	0	-9	-1	1	0	0	2	1
O=C(NCc1ccccc1)C(c1cccnc1)N(C(=O)c1ccccn1)c1cccc(F)c1 (stereo not given)	4	-5	-1	-2	-7	-3	4	-3	2
C/C(=N/OC(=O)c1ccc(C)cc1)C(=O)c1ccc(Br)cc1	9	1	-4	1	-1	-3	3	6	2
CCCCN(C)C(=O)C1CCC(=O)N(c2cc(OC)c(OC)c(OC)c2)C1c1ccc(OC)cc1 (stereo not given)	0	1	0	-4	2	1	-11	-5	-6
NNC(=O)Cn1nnc(-c2ccc(C(F)(F)F)cc2)n1	0	3	-3	2	/	-3	/	4	/
COc1cccc(CN2CCN(C(=O)Nc3ccc([N+](=O)[O-])cc3)CC2)c1	-3	7	3	-2	7	-5	5	5	2
COC(=O)C1=C(NC(=O)COc2ccc3ccccc3c2)CCS1	-2	1	3	-6	-3	13	6	0	10
O=C(c1cccc(Br)c1)N1CCN(C(=O)c2cccc(Br)c2)CC1	-3	-1	-2	5	6	3	6	3	5
N[C@@H](Cc1ccccc1)C(=O)N1CCC(C(=O)NCC(=O)Nc2ccc(F)cc2)CC1	2	0	-2	3	-6	2	0	18	11
CCn1c(CNC(=O)c2ccccc2F)nnc1SCCOc1ccccc1	-2	-4	-1	-2	-11	-7	2	-14	1
CCOC(=O)C1CCCN(S(=O)(=O)c2cc(C(=O)OC)n(C)c2)C1 (stereo not given)	-5	-2	5	1	3	-3	-2	-5	2
CCc1ccc(NC(=O)C2CCN(C(=O)N3CCOc4ccccc43)CC2)cc1	-5	1	7	-3	3	4	-1	4	4
COc1ccc(Br)c(C(=O)OCC(=O)NC2CCCCCC2)c1	1	2	/	0	77*	14	0	-2	7
CCOC(=O)c1cc(CC)sc1NC(=O)c1ccc([N+](=O)[O-])c(N2CCOCC2)c1	0	-6	7	5	-11	0	1	4	9
Cc1ccc(CNC(=O)C(C)C2Sc3ccccc3NC2=O)cc1 (stereo not given)	-2	0	4	3	0	2	6	-2	1
CN(C)S(=O)(=O)c1ccc2oc(SCC(=O)c3c(N)n(C4CC4)c(=O)[nH]c3=O)nc2c1	-3	1	/	1	7	-3	4	1	6
CCn1c(SCC(=O)Nc2ccc3c(c2)OCO3)nc2c1c(=O)n(C)c(=O)n2C	-4	3	5	-1	-3	2	0	0	10
Cc1cccn2c(=O)c3cc(C(=O)NCC4CCCO4)c(=N)n(Cc4ccc(F)cc4)c3nc12 (stereo not given)	-3	-2	2	-9	-5	1	5	-3	3
O=C(O)c1cc2cccc(S(=O)(=O)N3CCCCC3)c2cc1O	-3	-4	2	-1	1	4	12	-2	6
COc1ccc(CCN(Cc2ccc(C(C)C)cc2)S(=O)(=O)c2ccc(S(=O)(=O)N(C)C)cc2)cc1OC	0	-6	2	5	-1	0	2	-5	8
COc1ccc(CNC(=O)CNC(c2ccccc2)c2ccccc2)cc1OC	0	-1	9	-1	-2	0	7	-7	-5
COc1ccc(C)cc1S(=O)(=O)N1CCC(C(=O)N2CCOCC2)CC1	1	-2	-5	-3	5	3	5	6	12
COCC(C)NC(=O)C1CCN(S(=O)(=O)c2ccc3ccccc3c2)CC1 (stereo not given)	-2	8	6	2	-1	4	4	2	2
CCCn1c(N)c(NCCN2CCOCC2)c(=O)[nH]c1=O	-1	-3	5	2	8	6	-4	3	1
O=C(NCc1ccccn1)c1c(O)c2c([nH]c1=O)CCCC2	-1	-3	-1	-5	4	-1	-1	2	3
Cc1ccc(Cl)c(OCCCCN(C)Cc2ccccc2)c1	3	4	6	-4	7	-2	5	3	9
CN=C1S/C(=C\c2cn(CC(=O)OC)c3ccccc23)C(=O)N1C	4	1	-3	2	-8	5	-4	-5	-1
COc1ccc(OC)c(C2=NO[C@@](CC(=O)O)(C(=O)Nc3ccc4c(c3)OCCO4)C2)c1	-3	-3	2	4	5	-1	3	-4	4
CCOc1ccccc1CN1CCC(CO)(CCOc2ccccc2)CC1	0	3	-2	3	4	8	5	0	7
Cc1cc(Cl)ccc1C(=O)C1CCCN(C(=O)c2ccc3ncccc3c2)C1 (stereo not given)	-5	-6	3	4	-4	25*	-1	-1	12
Cc1ccc(Nc2ncnc(-n3cccc3)n2)cc1Cl	-9	-3	-1	-12	-8	0	3	-13	-2
CCc1cccc2c(C(=O)C(NCCCOC)c3ccccc3)c[nH]c12 (stereo not given)	-3	2	15	0	-10	0	1	-1	0
NS(=O)(=O)c1ccc(N/C=C\C(=O)c2ccc(F)cc2)cc1	1	-2	2	4	-5	4	1	2	3
CCOC(=O)c1cnc(SCC(=O)OC)nc1N	1	-4	0	-1	15	4	4	6	5
Cc1ccc(S(=O)(=O)C2(C(=O)Nc3cccnc3)CC2)cc1	2	1	2	-1	-1	-1	1	12	1
COC(=O)/C=C1/S/C(=N/NC(=O)c2ccccc2)NC1=O	2	4	-6	-1	3	2	1	-2	7
CC(C)c1cc(C(F)(F)F)n2nc(C(=O)Nc3ccc(-n4cnnn4)cc3)cc2n1	2	4	6	-8	2	-2	-4	2	2
O=C(COc1cccc2cccnc12)N/N=C1\SCC(=O)N1Cc1ccco1	1	-2	9	2	3	7	3	5	1
O=C(COC(=O)CCc1nc2ccccc2s1)NC(=O)NCc1ccco1	-3	-4	11	5	-1	14	1	2	2
CCOc1ccccc1NC(=O)N1CCCC1C(=O)Nc1ccc(-n2cnnn2)c(C)c1 (stereo not given)	-2	2	3	5	3	-5	4	-5	-2
Cc1cccc(N2CCN(C(=O)Cn3ccc4ccccc4c3=O)CC2)c1C	-1	0	1	-4	-3	-4	1	2	7
New compounds follow
SMILES	LYPLA1 counter	PAD4 inh	GSTO1 inh	PME-1 inh	PAFAH2 FP inh	pPAFAH FP inh	PAFAH1B2 FP inh	LYPLA2 counter	PAFAH1B3 FP inh
CCOC(=O)c1sc(NC(=O)COC(=O)CNC(=O)C2CCCCC2)c(C(=O)OCC)c1C	-1	-6	9	-2	-1	0	4	5	1
CC1CCCCC1NC(=O)CN1CCC(O)(c2ccc(F)cc2)CC1 (stereo not given)	1	1	2	4	3	1	1	5	6
O=C(Nc1ccccc1C(=O)NC1CC1)c1ccccc1F	/	-1	/	/	-1	1	5	/	0
Cc1noc(C)c1CSCC(=O)Nc1nc2c(F)cc(F)cc2s1	-10	-10	/	-4	29	16	0	-5	1
CCN(CC)C(=O)C1CC(=O)OC12CCCCC2 (stereo not given)	-2	-4	3	-4	4	0	6	-2	16
N#C/C(=C\N1CCOCC1)S(=O)(=O)c1ccc(Cl)cc1	2	0	-32	3	/	0	/	4	/
CC(C)(C)SCCNC(=O)Nc1ccccc1	-2	-1	5	1	5	4	-4	1	-5
CC(N)C12CC3CC(C1)CC(C(C)N)(C3)C2 (stereo not given)	2	1	-1	4	2	-4	5	2	6
Cc1ccc(S(=O)(=O)N2CCC(C(=O)Nc3ccc(C(C)C)cc3)CC2)cc1	-13	4	/	-14	-9	-13	4	-19	23
CCn1c(Cc2ccccc2)nnc1SCC(=O)OC(C)C	-3	-9	1	-2	10	0	7	4	-5
O=[N+]([O-])c1cccc(CN(CCO)Cc2ccccc2)c1	0	1	-3	-4	-6	-1	6	9	-1
CC(=O)c1ccc(N2CCN(C(=S)Nc3cccc(Cl)c3)CC2)cc1	-5	-6	1	4	-3	1	6	5	16
CCc1ccc(Nc2ccc3nonc3c2[N+](=O)[O-])cc1	0	-5	4	-4	-3	-2	-1	0	-2
COc1cccc2cc(C(=O)OC(C)C(=O)c3ccc(C)cc3)c(=O)oc12 (stereo not given)	0	-4	4	-1	1	-4	7	-2	2
Nc1cc(=O)[nH]c(SCC(=O)Nc2ccc(S(=O)(=O)N3CCCCC3)cc2)n1	2	-10	-5	-3	2	2	8	11	-1
CCN(CC(O)Cn1c2ccccc2c2ccccc21)S(=O)(=O)c1ccc(F)cc1 (stereo not given)	-10	-1	-4	4	-5	0	4	-19	3
